TDP1 cell noCPT – qHTS for Inhibitors of human tyrosyl-DNA phosphodiesterase 1 (TDP1): qHTS in cells in absence of CPT; DT40 Tdp1-/- hTDP1 cells, no CPT, ATP luminescence, 48 h; Potency, µM (series often up to 46.2 µM), inactives show top-dose activity change, negative = growth inhibition, hits mostly inhibitors; 420,000 tested, 15% active; AID 686978, 2013; active = well fitted inhibition curve with a large enough effect; inconclusive = small, poorly fitted or top-dose-only effect; note: nearly all actives have a fitted effect of over 55% in size
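Stably hTDP1-transfected Tdp1-null chicken DT40 cells were treated with library compounds minus camptothecin and grown for at least 48 hr at 37 °C, after which cellular ATP was quantified by luminescence.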
* = called active by the depositor; ? = inconclusive; & = joins results of further samples. % is set by controls: 0 for no effect and ±100 for the full control effect; potency is the fitted concentration of half-maximal effect. These rows are one share of the data (hit frequency here may not be typical).

SMILES | TDP1 cell noCPT
CCN(c1ccccc1)S(=O)(=O)c1ccc(OCC(F)(F)F)c(NC(=O)c2ccc(=O)[nH]c2)c1 | 8%
c1cc(-c2ccc3nncn3c2)ccc1CN1CCOCC1 | -10%
O=C(c1cc(C2CCCCN2C(=O)OCCF)on1)N1CCOCC1 (centres undefined) | -7%
COc1cccc(C(=O)N2CCC[C@H]2C(=O)N2CCC[C@H]2C(=O)N[C@H](C)c2ccccc2)c1 | -13%
Cc1ccc(C(=O)NN=C2CCCC2)cc1C | 3%
NC(=O)N/C=C1\CCCOC1=O | -30%
COc1ccc(N(CC(=O)NCc2cccs2)S(=O)(=O)c2ccc(C(C)=O)cc2)cc1 | ?
CCCCc1ccc(C(=O)COC(=O)c2ccc3nc(C)c(C)nc3c2)cc1 | ?
NC(=O)c1ccc(NCCc2ccco2)cc1 | -6%
O=C(COC(=O)c1cccc(Br)c1)Nc1cccc(S(=O)(=O)N2CCCCC2)c1 | ?
C[C@H](CO)N1C[C@H](C)[C@H](CN(C)S(C)(=O)=O)OCc2cnnn2CCCC1=O | 3%
CN(CCOc1ccccc1)Cc1ccccc1 | -26%
O=C(CC1(O)CCCCC1)OC1CCCC1 | 2%
CCc1ccc([C@@H]2C[C@H]3[C@@H](CN2S(=O)(=O)c2ccc(C)cc2)C(=O)C[C@@H](c2ccccc2F)N3S(=O)(=O)c2ccc(C)cc2)cc1 | ?
COc1cc2c(cc1OC)C1c3ccc(OC)c(OC)c3OCC1(O)C2 (centres undefined) | 17%
CCOC(=O)c1ccc(NC(=O)c2c(NCc3ccccc3)[nH]c(=O)[nH]c2=O)cc1 | 9%
CN(C(=O)c1cccc(NC(=O)Cc2ccc(NC(=O)C3CCCN(C(=O)C4CCCC4)C3)cc2)c1)C1CC1 (centres undefined) | ?
CC(C)c1ccc(C(=O)N2CCOCC2c2cc(C(=O)Nc3ccccc3)no2)cc1 (centres undefined) | ?
COc1cccc(NC(=O)CN(C)C(=O)c2cccc(NS(=O)(=O)c3ccc(Br)cc3)c2)c1 | -19%
CCC[C@H]1CN(c2ccccc2)C(=O)[C@@H]1CC(=O)Nc1ccc(OC)cc1 | ?
OCc1ccccc1CN1CCCCCC1 | -3%
CCOC(=O)[C@]12CCC=C1N(Cc1ccccc1)C(=O)[C@H](CC(=O)NCCc1ccccc1OC)C2 | ?
COc1ccc(C(N)c2csc(NC(=O)Nc3ccccc3C(C)(C)C)n2)cc1 (centres undefined) | ?
O=C1OCCN1N=Cc1ccco1 | -3%

Ordered by number of heavy atoms (smallest number first): part of the list above.
SMILES | TDP1 cell noCPT
OCc1ccccc1CN1CCCCCC1 | -3%
CCC[C@H]1CN(c2ccccc2)C(=O)[C@@H]1CC(=O)Nc1ccc(OC)cc1 | ?
CCOC(=O)[C@]12CCC=C1N(Cc1ccccc1)C(=O)[C@H](CC(=O)NCCc1ccccc1OC)C2 | ?

Further entries follow.
SMILES | TDP1 cell noCPT
COc1ccc2c3c(ccc2c1)C(=O)/C(=C/O)CC3 | 16µM*
COc1cccc(C(NC(C)=O)c2nc(-c3ccc(N(C)C)cc3)cs2)c1 (centres undefined) | ?
COc1cc(OC)c(OC)cc1/C=N/NC(=O)c1ccc(CSc2nc(C)cc(C)n2)cc1 | -21%
Fc1cccc(Cc2c(-c3cccc(Br)c3)nc3ccc(Br)cn23)c1 | ?
Nc1nonc1-n1nnc(C(=O)N/N=C/c2cccc(Cl)c2)c1CN1CCCC1 | -23%
CC(C)Cn1cnc2c(SCc3ccccc3)nc(N)nc21 | ?
N#Cc1c(F)cccc1NCCCn1ccnc1 | -13%
O=c1[nH]c(=S)n2c(c1-c1ccccc1)OC(CBr)C2 (centres undefined) | -29%
CC(C)(C)OC(=O)N1CCc2onc(-c3ccc(Br)cc3)c2C1=O | ?
CN(Cc1ccccc1)c1ccc(/C=C/c2ccnc3ccccc23)cc1 | 13µM*
OC1(c2cccnc2)CCN(Cc2ccc3c(c2)CN(Cc2cccc(C(F)(F)F)c2)CCO3)CC1 | 26µM*
C[C@@H]1CN([C@@H](C)CO)C(=O)c2cc(/C=C/c3ccccc3)cnc2O[C@@H]1CN(C)S(=O)(=O)c1ccc(F)cc1 | -14%
COc1cccc(NC(=O)N(C)C[C@@H]2OCc3cnnn3CCCC(=O)N([C@@H](C)CO)C[C@H]2C)c1 | -15%
CCCC(=O)N1CCC1(C)C(=O)NS(=O)(=O)c1ccc(C)cc1 (centres undefined) | 6%
O=S(=O)(c1ccc(Br)cc1F)N1CC[C@H](O)C1 | 5%
CCCCN(c1ccccc1)S(=O)(=O)c1cccc(C(=O)Nc2c(C)n(C)n(-c3ccccc3)c2=O)c1 | ?
CC(C)C[C@H]1CN([C@@H](CC(C)C)CN2CCC[C@@H]2CN2C(=O)C(=O)NC[C@@H]2Cc2ccccc2)C(=O)C(=O)N1CC1CCCCC1 | ?
C#CCNC(=O)C[C@@H]1C[C@@]2(C(=O)OC)CC(C)(C)CC=C2N(Cc2cccc3ccccc23)C1=O | 18µM*
COC1=CC(=O)OC(c2cccc(Cl)c2)C1 (centres undefined) | -13%
O=C(O)c1cocc1C(=O)O | -22%
O=C1CCC[C@@H]2Cc3nc4ccc(O)cc4cc3[C@@H]3CCN1[C@H]23 | 4%&-16%
CCNC(=O)C1CCCN(C(=O)c2ccc(OC)cc2OC)CC1 (centres undefined) | -2%
CCCc1nc2c3ccccc3ccn2c1Cc1cccc(Cl)c1 | ?
CCCCNC(=O)C(NC(=O)Cc1cc(C(F)(F)F)cc(C(F)(F)F)c1)C(=O)c1ccccc1 (centres undefined) | ?

The last two compounds of the part before are carried over, then new ones follow:
SMILES | TDP1 cell noCPT
CCCc1nc2c3ccccc3ccn2c1Cc1cccc(Cl)c1 | ?
CCCCNC(=O)C(NC(=O)Cc1cc(C(F)(F)F)cc(C(F)(F)F)c1)C(=O)c1ccccc1 (centres undefined) | ?
CCOc1ccc(-n2cc(C(=O)Nc3cccc(C)n3)c3cc(OC)c(OC)cc3c2=O)cc1 | 26µM*
COc1ccccc1NC(=O)Nc1nc(C(N)C2CCCCC2)cs1 (centres undefined) | 15µM*
CCC1CN(CCNC(=O)c2cc3ccccc3oc2=O)Cc2cc(OC)ccc2O1 (centres undefined) | -9%
O=C(COC(=O)c1ccccc1NCCO)Nc1ccc(S(=O)(=O)NC2=NCCCCC2)cc1 | -29%
NC1=NC[C@H](c2ccccc2)N1CC1CCCCC1 | 16µM*
COc1ccc(NC(=O)C2CC2(Cl)Cl)cc1S(=O)(=O)N1CCCCC1 (centres undefined) | ?
CCNc1ccc(/C=C2\C=Cc3ccccc32)cc1 | ?
Cc1ccc2nc(-c3cccc(Br)c3)c(Cc3ccccc3C(F)(F)F)n2c1 | ?
Cc1cccc(C(=O)NNC(=O)C2CCCCC2)c1O | 23µM*
CCOC(=O)C1=C(C)OC(=CC=Cc2ccccc2)C1=O | ?
O=C(NCc1ccco1)c1ccc(C(=O)NCc2ccco2)cc1 | -7%
O=C(C[C@H]1C[C@@H]2c3cc(NC(=O)Nc4ccccc4)ccc3O[C@@H]2[C@@H](CO)O1)NCC1CC1 | ?
COc1ccc(S(=O)(=O)N(C)C[C@@H]2OCc3cnnn3CCCC(=O)N([C@@H](C)CO)C[C@@H]2C)cc1 | 6%
O=C1NC(=NCc2ccccc2)NC1(c1ccccc1)c1ccccc1 | -3%
CC1=C(C(=O)N2CCOCC2)CC(CC(=O)NCCCCc2ccccc2)C(=O)N1CCC1=CCCCC1 (centres undefined) | ?
COc1ccc(NC(=O)C(c2ccnc3ccccc23)n2c(=O)c(-c3ccccc3)nc3ccccc32)cc1 (centres undefined) | 1%
CC(=O)c1ccc(S(=O)(=O)N2CCN(c3ccnc4cc(Cl)ccc34)CC2)cc1 | 7.3µM*
N#C/C(=C/c1ccc(-c2ccc(S(=O)(=O)N3CCOCC3)cc2)o1)C(=O)NC1CC1 | 15µM*
C[C@@H](NC(=O)c1ncn2c1c(=O)[nH]c1ccc(Br)cc12)c1ccccc1 | 21µM*
Nc1[nH]c(C(=O)c2ccc(Br)cc2)c(-c2ccc(Br)cc2)c1C(=O)NCCc1c[nH]c2ccccc12 | 18µM*
O=C1c2ccccc2S(=O)(=O)c2cc(C(=O)N3CCC(N4CCCC4)CC3)ccc21 | -7%
CCc1nc2ccc(C(=O)NCc3ccc(OC)cc3)cn2c1N(CC)CCOC | ?
CC(NS(=O)(=O)c1cccc(Cl)c1F)[C@H](O)c1ccccc1 (some centres undefined) | -21%
COC(=O)C[C@@H]1CC[C@H](NS(=O)(=O)c2cccc(F)c2)[C@@H](CO)O1 | 5%
Cc1cc2nc(C3CCCCC3)c(Cc3cccc(F)c3)n2c(C)c1Br | ?
Fc1cccc(CSc2ncnc3c2ncn3C2CCCCO2)c1 (centres undefined) | ?
O=c1[nH][nH]c2c1C(c1ccc(Cl)c(Cl)c1)OC(CCc1ccccc1)C2 (centres undefined) | -28%
CCCCCC(=O)Nc1cc(S(=O)(=O)O)cc2cc(S(=O)(=O)O)cc(O)c12 | ?
Cn1c(=O)c2c(nc(CN3CCN(c4ccccc4)CC3)n2CCCc2ccccc2)n(C)c1=O | 15µM*
COc1ccc(-c2csc(NCCc3nc4cc(C(=O)NCCCO)ccc4n3Cc3ccc(C)cc3)n2)cc1 | ?
CCNC(=O)C1CCCN(Cc2ccc(OCc3ccccc3)cc2)CC1 (centres undefined) | 7.3µM*
CCCNC(=O)C1(C)CCN(Cc2noc(-c3ccccc3OC)n2)C1 (centres undefined) | ?
O=C(Nc1ccc2c(c1)OCCO2)C1C(=O)Nc2ccccc2C(=O)N1C1CCCCC1 (centres undefined) | -13%
O=C(c1ccccc1)c1cccc2ccccc12 | -5%
O=C1CN(C(=O)c2ccco2)C(c2ccc(F)cc2)c2cc(Cl)ccc2N1 (centres undefined) | -13%
CCCCCCCCN1[C@@H](CC(=O)OC)c2cc(F)ccc2S1(=O)=O | 13µM*
COC(=O)[C@H]1C[C@H](OC(=O)Nc2c(C)noc2C)[C@@]2(O)CN(S(=O)(=O)c3ccc(C)cc3)CC2[C@H]1C(=O)OC (some centres undefined) | ?
COc1ccc(NC(=O)CNCc2cccs2)c(OC)c1 | -11%
CC(=O)Nc1cccc2cc(S(=O)(=O)O)ccc12 | 10%
CCc1nc(SCc2cc(=O)[nH]c3ccccc23)c2c(C)c(C)sc2n1 | 28%
CCc1nc2c(OCc3cccc(OC)c3)cccn2c1N(C)C(=O)c1ccccc1F | ?
C[C@@H]1CN([C@H](C)CO)C(=O)CCCn2cc(nn2)CO[C@H]1CN(C)S(=O)(=O)c1ccc(F)cc1 | -17%
Cc1c(Cl)cccc1NC(=O)C1CC2CCC1C2 (centres undefined) | ?
O=C(COc1ccc(Cl)cc1)N1CCN(S(=O)(=O)c2cc(F)ccc2F)CC1 | ?
Cc1ccc(Cn2c(C(C)Nc3nc(-c4ccc(F)cc4)cs3)nc3cc(C(=O)NCCCO)ccc32)cc1 (centres undefined) | ?
CN1OC[C@@H]2CN(C(=O)c3ccc(-c4ccccc4)cc3)[C@H](c3ccc(-c4cccc(F)c4)cc3)C[C@@H]21 | ?
OC[C@@H]1CN(Cc2ccco2)C[C@H](n2cnc3c(NC4CCC4)ncnc32)O1 | -10%
CCc1nc2ccc(C(=O)NCCc3ccccn3)cn2c1N(C)Cc1ccc(N(C)C)cc1 | ?

Part of the list above, in CSV form.
SMILES,TDP1 cell noCPT
CN1OC[C@@H]2CN(C(=O)c3ccc(-c4ccccc4)cc3)[C@H](c3ccc(-c4cccc(F)c4)cc3)C[C@@H]21,?
OC[C@@H]1CN(Cc2ccco2)C[C@H](n2cnc3c(NC4CCC4)ncnc32)O1,-10%

The list continues.
SMILES | TDP1 cell noCPT
Cc1ccc(S(=O)(=O)NC(=O)N2CCCC2)cc1 | 12%
COc1ccc(Cl)cc1-c1cc(C(=O)NCc2cccc(C(F)(F)F)c2)[nH]n1 | ?
OC(c1ccccc1)c1ncc(-c2ccc(C(F)(F)F)cc2)[nH]1 (centres undefined) | ?
COc1cc(F)ccc1-c1csc(C(O)c2ccc(F)c(F)c2)n1 (centres undefined) | 13µM*
CC(C)N(C(=O)Cn1cc(S(=O)(=O)CC(=O)NCCc2ccccc2)c2ccccc21)C(C)C | ?
O=C1C(=Cc2ccco2)CCCC1=Cc1ccco1 | ?
Cc1ccc(S(=O)(=O)NN2CCCCCC2)cc1 | -11%
CCC(c1nnnn1-c1ccc2c(c1)OCCO2)N1CCN(c2ccccc2OC)CC1 (centres undefined) | ?
FC(F)(F)C(F)(F)C(F)(F)c1nc2nc(Cl)c(Cl)nc2[nH]1 | 16µM*
Cc1cn([C@H]2C[C@H](O)[C@@H](CNS(=O)(=O)N3CCCC3)O2)c(=O)[nH]c1=O | -1%
C=CCN(CC=C)Cc1cc(=O)oc2cc(C)c(C)cc12 | ?
COC(=O)c1cc(C)nc(Nc2nc(C(N)Cc3ccc(Cl)cc3)cs2)n1 (centres undefined) | ?
CC1CCC(N(C)C(=O)CN2C(=O)NC(c3ccccc3)(c3ccccc3)C2=O)CC1 (centres undefined) | ?
COc1cc(OC)cc(C(=O)NC(C(=O)NNC(=O)CN(C)S(=O)(=O)c2ccc(C)cc2)C(C)C)c1 (centres undefined) | ?

Of the compounds above, two contain a tert-butyl group:
SMILES | TDP1 cell noCPT
COc1ccc(C(N)c2csc(NC(=O)Nc3ccccc3C(C)(C)C)n2)cc1 (centres undefined) | ?
CC(C)(C)OC(=O)N1CCc2onc(-c3ccc(Br)cc3)c2C1=O | ?

Source: PubChem BioAssay (National Center for Advancing Translational Sciences (NCATS))
